# Screens as filed in PubChem.
# TDP1 inh = TDP1 (human) enzyme inhibition. recombinant TDP1, AlphaScreen DNA substrate cleavage. Potency, µM (highest dose often 130 µM), for inactives: at the highest dose activity change, negative = inhibition, most hits filed as inhibitors. 0.28% of 350,000 active. AID 485290; also: nearly all actives have a fitted effect of over 40% in size
# Target sequence (Q9NUW8 whole entry, looked up): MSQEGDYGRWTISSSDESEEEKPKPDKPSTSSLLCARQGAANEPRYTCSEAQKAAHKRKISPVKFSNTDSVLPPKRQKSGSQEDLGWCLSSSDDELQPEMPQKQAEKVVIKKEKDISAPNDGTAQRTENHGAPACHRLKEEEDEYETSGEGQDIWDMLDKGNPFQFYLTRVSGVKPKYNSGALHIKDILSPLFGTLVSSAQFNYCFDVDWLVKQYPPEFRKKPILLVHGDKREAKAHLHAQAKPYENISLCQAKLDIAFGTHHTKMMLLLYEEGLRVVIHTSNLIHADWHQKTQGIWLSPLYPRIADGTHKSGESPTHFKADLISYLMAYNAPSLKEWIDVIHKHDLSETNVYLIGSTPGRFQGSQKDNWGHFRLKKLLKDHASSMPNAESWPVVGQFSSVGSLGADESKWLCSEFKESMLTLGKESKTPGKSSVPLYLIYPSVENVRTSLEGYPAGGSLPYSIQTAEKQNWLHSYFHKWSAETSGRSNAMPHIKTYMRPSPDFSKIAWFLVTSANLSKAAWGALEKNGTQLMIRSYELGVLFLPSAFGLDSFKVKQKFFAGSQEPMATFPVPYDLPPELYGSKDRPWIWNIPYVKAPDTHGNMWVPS
#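 Tdp1 1 nM final; 15 min RT w/ cpd; substrate 15 nM, 5 min; beads 10 ug/ml, 10 min; AlphaScreen read. Neg ctrl: no enzyme.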
# FEN1 inhibitor = blocks human flap endonuclease 1 | P39748 | 0.35% of 390,000 active | Recombinant FEN1 flap cleavage, fluorescence, 15 min | Potency, µM (highest dose often 114 µM), inactives show at the top dose activity change, negative = inhibition, actives largely listed as inhibitors | AID 588795; also: nearly all actives have a fitted effect of over 65% in size
# Target sequence (P39748 whole entry, looked up): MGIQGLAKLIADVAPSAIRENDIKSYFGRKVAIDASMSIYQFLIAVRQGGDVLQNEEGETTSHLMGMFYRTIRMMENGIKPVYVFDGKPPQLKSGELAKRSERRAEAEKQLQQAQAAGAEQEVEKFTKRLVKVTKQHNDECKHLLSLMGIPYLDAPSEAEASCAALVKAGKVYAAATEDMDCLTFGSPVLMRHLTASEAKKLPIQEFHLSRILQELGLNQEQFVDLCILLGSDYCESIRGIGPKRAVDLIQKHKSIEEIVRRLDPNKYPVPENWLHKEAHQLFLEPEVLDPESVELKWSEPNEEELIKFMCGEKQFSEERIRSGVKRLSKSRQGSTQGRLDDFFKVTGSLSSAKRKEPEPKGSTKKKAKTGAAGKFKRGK
#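 Recombinant FEN1 (10 nM) was preincubated with pin-transferred compounds for 15 min at room temperature, then flap DNA substrate (50 nM final) was added. Plates were read at 0 and 15 min, and normalized concentration–response data were fitted to a four-parameter Hill equation.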
# N370S GC = inhibitors or activators of N370S glucocerebrosidase for Gaucher disease. Potency, µM (series often up to 59.4 µM), for the others: at the top dose activity change, negative = inhibition, most hits filed as inhibitors. 0.092% of 330,000 active. P04062. N370S GC spleen homogenate, 4MU-glucoside fluorescence. AID 2101;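 also: 0% = full enzyme activity and -100% = no enzyme basal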
# Starred values were filed as active, the others as inactive; ? = inconclusive; / = not tested or not shown; & = joins results of further samples; ! = not active in a repeat; [ ] = dose if it differs, or a comment. Calls follow the shape of the dose curve; as a rule, active = well fitted curve in the direction sought with a large enough effect; inconclusive = small, poorly fitted or top-dose-only effect, or another doubt; inactive = no such curve, though single readings can be large; an effect the other way counts as inactive or inconclusive. Unless noted, % is scaled to controls: 0 for no effect and ±100 for the full control effect; potency is read from the fitted curve at half-maximal effect. No enrichment for hits; any-hit rate near 0.53%.
# Each structure is followed by: TDP1 inh | FEN1 inhibitor | N370S GC
- COc1cc(-c2nc(C(=O)NC3CCCCC3)cc3c2[nH]c2ccccc23)cc(OC)c1OC
    / | -12% | ?
- CCN(CC)S(=O)(=O)c1cccc(NC(=O)c2cncc(Br)c2)c1
    -2% | 15% | -12%
- CCOc1ccc(CC(=O)Nc2c(C(=O)Nc3ccccc3)oc3ccccc23)cc1OCC
    5% | -8% | 5%
- CC(C)COCC(CN(Cc1ccccc1)c1ccccc1)N1CCCC1 (stereo not given)
    8%[56.1 µM] | -4%&-7% | ?
- O=C(NCCN1CCOCC1)C(=O)c1c[nH]c2ccccc12
    -10% | -2% | -19%
- Nc1c(C(=O)c2ccccc2)sc2c1c(=O)[nH]c(=O)n2-c1ccccc1
    5% | 1% | 3%
- c1ccc(Nc2cc(-c3ccccc3)nc3ncnn23)cc1
    6% | -5% | 5%
- CC(C)c1[nH]nc2c1C(c1ccco1)C(C#N)=C(N)O2 (stereo not given)
    0% | 1% | 5%
- O=C(/C=C/c1ccc(O)cc1)c1ccc(O)cc1O
    14% | ? | 1.8µM*!
- CCC(=O)c1c[nH]c(C(=O)NCCCN2CCOCC2)c1
    -1% | -2% | 9%
- Cc1ccc(-c2cn3c(n2)sc2cc(C(=O)NCCCc4ccccc4)ccc23)cc1
    0% | -12% | /
- O=C(CCN1C(=O)c2ccccc2C1=O)N1CCN(C(=O)c2ccccc2)CC1
    -7% | -1% | 10%
- Cc1ncoc1C(=O)N1CCCC(C(=O)c2cccc3ccccc23)C1 (stereo not given)
    -5% | 16% | -20%
- Cc1cccc(NC(=O)C2CCC(CNS(=O)(=O)c3ccc4c(c3)CCCC(=O)N4)CC2)c1C (stereo not given)
    -5% | 17% | /
- O=C1C=C(NCc2ccco2)C2(CCCCC2)O1
    -5% | -11% | 4%
- N#C/C=C/C(=C\Nc1ccc(Cl)cc1)S(=O)(=O)c1ccccc1
    / | -2% | -3%
- O=C(Cc1ccccc1)NCC(=O)OCC(=O)c1ccc(OC(=O)c2ccccc2)cc1
    0% | -3% | 0%
- Cc1cc(C)cc(OCC(=O)Nc2ccc(Cl)c(-c3nc4ncccc4o3)c2)c1
    2% | -5% | /
- COc1cc(C)c(S(=O)(=O)N2CCCC2)cc1C(C)C
    -8% | -19% | 0%
- COc1ccc(-c2c(C#N)c(SCC(=O)Nc3ccc(C)c(C)c3)nc(C)c2C(=O)Nc2ccc(Cl)cc2)cc1
    -6%[12.3 µM] | -15% | /
- NS(=O)(=O)c1ccc(N2CCCC2=O)c([N+](=O)[O-])c1
    3% | 7% | 24%
- Cc1cccnc1NC(=O)C1c2ccccc2Oc2ccccc21
    3% | 6% | 5%
- CC1(C)CC(=O)C(C=Nc2ccc3c(c2)OCO3)=C(O)C1
    -5% | -3% | 7%
- CCc1ccc2oc(C(=O)Nc3cc(C)ccc3C)cc(=O)c2c1
    5% | 22% | /
- CCOC(=O)N1CCC(NS(=O)(=O)c2cc3c(cc2C)NC(=O)CO3)CC1
    -5% | -2% | 18%
- COc1ccc(NC(=O)c2c(-c3ccccc3)c(-c3ccccc3)nn(C)c2=O)c(OC)c1
    5% | 14% | /
- COc1ccc(C(C)(C)C)cc1NC(=O)c1c(C)noc1C
    2% | 1% | 26%
- CC12CN(C(=O)c3ccco3)CC(c3ccccc3)(CN(C(=O)c3ccco3)C1)C2=O
    0% | -7% | 7%
- Cc1cc(NS(=O)(=O)c2ccc(NC(=O)c3cc4c(=O)n5ccccc5nc4s3)cc2)nc(C)n1
    40µM* | -26% | 1%
- O=C(CSc1nc2c(c(=O)[nH]1)CN(Cc1ccc3c(c1)OCO3)CC2)Nc1cc(F)ccc1F
    6% | 5% | /
- O=C1CCCCCC1C1(O)C(=O)Nc2ccc(Br)cc21 (stereo not given)
    -4% | 3% | 12%
- Nc1c(-c2ccccn2)cnn1-c1nc(-c2ccc(F)cc2)cs1
    3% | -6% | 13%
- CCS(=O)(=O)c1ccc2oc(Nc3ccc(OC)c(OC)c3)nc2c1
    14% | -23% | -7%
- Cc1ccc(NC(=O)COC(=O)c2ccccc2F)cc1S(=O)(=O)N1CCCCC1
    0% | -12% | 21%
- COc1ccc(C(=O)NCc2ncccc2C)cc1OC1CCN(C(C)=O)CC1
    4%[56.1 µM] | 0% | 3%
- COc1ccc(CNC(=O)CN2CCN(S(=O)(=O)c3cccs3)CC2)cc1OC
    2% | -3% | 6%
- Cc1ccc(S(=O)(=O)NCCNC(=O)CN2CCOCC2)cc1
    / | -4% | 1%
- NC(=O)CC(NC(=O)c1ccccc1)c1ccc(N2CCC(Cc3ccccc3)CC2)c([N+](=O)[O-])c1 (stereo not given)
    / | 14% | 6%
- Cc1ccc(NC(=O)CSc2nnc(-c3ccc(S(=O)(=O)N4CCOCC4)cc3)n2C)cc1
    0% | 0%&1% | 15%
- COc1cc(-c2noc(CCC(=O)NC3CCCC3)n2)cc(OC)c1OC
    -16% | 1% | -1%
- CC1CCCN(c2nc3nonc3nc2Nc2ccccc2F)C1 (stereo not given)
    0% | -4% | 5%
- CC1(C)CC(NC(=O)c2ccccn2)CC(C)(C)N1O
    -9% | -6% | -2%
- CC(C)c1onc(C(=O)N(C)C2CCCCC2)c1[N+](=O)[O-]
    -3% | 14% | 9%
- Cc1cccc(C)c1NC(=O)CNC(=O)c1ccc2ccccc2n1
    1% | 22% | /
- COc1ccc(N2CCN(S(=O)(=O)c3cc(-c4cc(C)no4)ccc3C(C)C)CC2)cc1
    3% | -5% | -12%
- Cc1cc(F)ccc1NC(=O)CCS(=O)(=O)c1cc2c3c(c1)CCN3C(=O)CC2
    -8% | -3% | /
- COCc1cc(C)nc(SCC[N+](C)(C)CC(=O)c2ccc(Br)cc2)c1C#N
    3% | -13% | -17%
- COc1ccc(C(=O)NCCc2c[nH]c3ccccc23)cc1OC
    / | -11% | -2%
- COc1ccc(-n2nnnc2SCC(=O)Nc2c(C)n[nH]c2C)cc1
    2% | 1% | /
- CC(=O)NCCCCCCNC(C)=O
    5%&3% | -4% | 7%&-9%
- CC(=O)NC(=S)Nc1ccc(-c2nc3ccc(C)cc3s2)cc1
    4% | 3% | -15%
- COc1ccccc1CN1CCNC(=O)C1CC(=O)N(C)CC1CCOCC1 (stereo not given)
    2% | -17% | 2%
- CCCN(C(=O)NCc1noc2ccc(C)cc12)c1ccc(Cl)c(Cl)c1
    -8% | -7% | /
- CC1CCC(C(C)C)C(OCC(O)CNC(C)(C)C)C1 (stereo not given)
    3% | 21% | -8%
- Cc1cccc2sc(N(CCCN(C)C)C(=O)c3sc4ccccc4c3Cl)nc12
    3% | -7% | -12%
- COc1ccc(NC(=O)c2ccc3nc(CCc4ccccc4)oc3c2)c(OC)c1
    3% | 5% | /
- CC(OC(=O)c1cc(=O)c2ccccc2o1)C(=O)c1ccccc1 (stereo not given)
    1% | -4% | /
- Cc1cc(S(=O)(=O)N2CCOCC2)ccc1OCC(=O)Nc1ccc(F)cc1F
    9%[0.0935 µM] | 3% | 0%
- CN(C)c1ccc(/C=C2\C(=N)N3C(=NC2=O)Sc2cc(S(C)(=O)=O)ccc23)cc1
    -3% | / | -1%
- O=C(c1ccc2c(c1)OCO2)N1CCC2(CC1)Oc1ccc(F)cc1C(=O)C21CC(c2cccnc2)=NO1 (stereo not given)
    1% | 10% | -4%

# The list goes on.
# Each structure is followed by: TDP1 inh | FEN1 inhibitor | N370S GC
- O=C(Cn1c(=O)c2c(ncn2Cc2ccccc2)n(Cc2ccccc2)c1=O)N1CCc2ccccc21
    0% | 2% | 6%
- CCOC(=O)c1noc2ncnc(Nc3ccc(F)cc3F)c12
    7% | 14% | /
- Cc1ccc(N2CC(=O)Nc3c(oc4nc(-c5ccccc5)cc(C)c34)C2=O)cc1
    / | -1% | 3%
- COCc1cc(C)nc(SCC(=O)Nc2ccc(N3CCOCC3)cc2)c1C#N
    4% | 0% | -5%
- O=C(CSc1nnc(-c2cnccn2)n1Cc1ccco1)c1ccccc1
    2% | -13% | 10%
- Cc1cccc(OCc2nnc(SCC(=O)N3c4ccccc4Sc4ccc(Cl)cc43)o2)c1
    4% | -12% | 8%
- N#CC1=C(N)N(c2ccccc2)C(c2ccccc2)C1(C#N)C#N (stereo not given)
    -6% | 1% | ?
- Cc1nc2c(cnn2-c2ccccc2Cl)c(=O)n1-c1ccc(C(C)C)cc1
    0%&5% | -18%&-22% | 0%[12.8 µM]
- COc1ccccc1-c1nc2n(n1)C(c1ccccc1Cl)C(C(N)=O)=C(C)N2 (stereo not given)
    -1% | -7% | 1%
- COCCn1cnc2c1c(=O)n(Cc1ccc(C#N)cc1)c(=O)n2Cc1ccccc1
    -3% | -6% | -14%
- O=S(=O)(Nc1ccc(-c2cn3cccnc3n2)cc1)c1ccccc1
    5% | -3% | -16%
- C=CC(O)(C#CCN(CC)CC)c1ccccc1 (stereo not given)
    -2% | 3% | -6%
- O=C(CCN1CCCCC1)N/N=C/c1c[nH]c2ccccc12
    1% | 11% | 4%
- N#CCC(=O)Nc1ccc(C(=O)N2CCN(S(=O)(=O)c3ccc4ccccc4c3)CC2)cc1
    / | -2% | 0%
- CC(NCc1ccccc1O)c1ccccc1 (stereo not given)
    -3% | 3% | 0%
- COc1ccc(S(=O)(=O)N2CCCC(C(=O)NC3CCCCC3)C2)cc1 (stereo not given)
    12% | -10% | 5%
- CCC(=O)Nc1cccc(NC(=S)NC(=O)c2ccccc2Cl)c1
    2% | -10% | -5%
- N#C/C(=C\c1ccccc1C(F)(F)F)C(=O)Nc1ccccc1
    -1% | 2% | -8%
- CCOC(=O)Cn1nc(NC(=O)c2cc(OC)cc(OC)c2)cc1C
    6% | 16% | -13%
- Cc1ccc(C)c(N2N=C(C(=O)Nc3cccc(S(=O)(=O)N4CCCCC4)c3)CCC2=O)c1
    1%[56.1 µM] | -11% | /
- NC(=O)SCC(=O)Nc1cccc(Cl)c1
    -2% | 4% | 14%
- Cc1[nH]n(-c2ccccc2)c(=O)c1C=NCc1ccncc1
    10% | 7% | -5%
- CCN(CC)CCN(C(=O)C1=COCCO1)c1nc2cc3c(cc2s1)OCO3
    0% | -28% | -8%
- Cc1ccc(S(=O)(=O)Nc2cccc(N(C)S(C)(=O)=O)c2)cc1[N+](=O)[O-]
    4% | 0% | 0%
- CC(C)(C)c1ccc(C(=O)N/C(=C\c2ccco2)C(=O)Nc2ccccc2C(=O)O)cc1
    8% | 3% | -11%
- CC(C)n1ncc2c(C(=O)O)cc(C3CC3)nc21
    6% | 3% | 2%
- O=C(CCN1CCOCC1)NNC(=O)Nc1cccc(Cl)c1
    0% | 5% | -3%
- NC(=O)C1=C[C@@H](c2csc3ccccc23)C[C@@H](OCc2ccc(CO)cc2)O1
    / | -15% | ?
- CCCCS(=O)(=O)N1CCCC(C(=O)Nc2ccc3c(c2)CCC3)C1 (stereo not given)
    2% | 6% | -18%
- COC(=O)N/N=C(\C)c1cccc(C(F)(F)F)c1
    -2% | 1% | -24%
- COc1ccc(CNC(=O)C2CCN(C(=O)c3ccco3)CC2)cc1
    5% | 2% | 0%
- Fc1ccccc1-c1nc2ncccc2o1
    -5% | 0% | -10%
- COc1ccc(O)c(CN2CCC(n3nccc3NC(=O)c3ccccc3Cl)CC2)c1
    8% | 5% | -28%
- Cc1c(C(=O)OCC(=O)N2CCCC(C)C2)oc2ccccc12 (stereo not given)
    -5% | -13% | -5%
- CCn1c(=O)n(CC)c2cc(N3CCCC3)c(NC(=O)c3ccc(C)c([N+](=O)[O-])c3)cc21
    3% | ? | -7%
- Cc1cc(N/C=C/C(=O)c2cccc3ccccc23)no1
    0% | -16% | -5%
- O=C(CSc1nnc(-c2ccc(NS(=O)(=O)c3ccccc3)cc2)o1)NCC1CCCO1 (stereo not given)
    1% | 0% | 4%
- CCn1c(SCC(=O)Nc2nc(-c3ccccc3)cs2)nnc1-c1ccccc1
    4% | -7% | 17%
- COc1ccc(C(CC(=O)Nc2ccc(C)cn2)N2Cc3ccccc3C2=O)cc1 (stereo not given)
    / | -18% | 6%
- CCc1cnc2c(c1SCC(=O)N1CCCCC1)c(=O)n(C)c(=O)n2C
    3% | 0% | /
- O=C(Cc1ccccc1[N+](=O)[O-])Nc1ccc2c(c1)OCCO2
    -3% | -5% | 4%
- C#CCSc1nc(Cc2ccc(Cl)cc2)nc2ccccc12
    -5% | -3% | 29%
- CS(=O)(=O)N(CCc1ccccc1)CC(=O)Nc1ccc(Br)cc1F
    0% | -5% | 1%

# Six structures already listed, ordered by molecular weight, low to high:
# Each structure is followed by: TDP1 inh | FEN1 inhibitor | N370S GC
- NC(=O)SCC(=O)Nc1cccc(Cl)c1
    -2% | 4% | 14%
- Cc1[nH]n(-c2ccccc2)c(=O)c1C=NCc1ccncc1
    10% | 7% | -5%
- C#CCSc1nc(Cc2ccc(Cl)cc2)nc2ccccc12
    -5% | -3% | 29%
- CCCCS(=O)(=O)N1CCCC(C(=O)Nc2ccc3c(c2)CCC3)C1 (stereo not given)
    2% | 6% | -18%
- CCN(CC)CCN(C(=O)C1=COCCO1)c1nc2cc3c(cc2s1)OCO3
    0% | -28% | -8%
- COc1ccc(O)c(CN2CCC(n3nccc3NC(=O)c3ccccc3Cl)CC2)c1
    8% | 5% | -28%
